High-throughput results (PubChem)
Kir21 inh – Kir2.1 (mouse) channel inhibition | P35561 | HEK293-Kir2.1, FluxOR thallium flux fluorescence; active compounds read low | B-score at 10 µM | 0.85% of 310,000 active | AID 1672;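 active means fluorescence ratio B-score at or below minus 3 SD of library scores, with starting-brightness B-score within 2 SD, cut at about -4.2 in these data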;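 further: channel flux triggered by added potassium and thallium sulfate stimulus; B-score of peak minus minimum fluorescence over baseline after thallium stimulus; more negative B-score means stronger Kir2.1 block with less thallium influx; some compounds called inactive have numbers as strong as hits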
Target sequence (P35561 whole entry, looked up): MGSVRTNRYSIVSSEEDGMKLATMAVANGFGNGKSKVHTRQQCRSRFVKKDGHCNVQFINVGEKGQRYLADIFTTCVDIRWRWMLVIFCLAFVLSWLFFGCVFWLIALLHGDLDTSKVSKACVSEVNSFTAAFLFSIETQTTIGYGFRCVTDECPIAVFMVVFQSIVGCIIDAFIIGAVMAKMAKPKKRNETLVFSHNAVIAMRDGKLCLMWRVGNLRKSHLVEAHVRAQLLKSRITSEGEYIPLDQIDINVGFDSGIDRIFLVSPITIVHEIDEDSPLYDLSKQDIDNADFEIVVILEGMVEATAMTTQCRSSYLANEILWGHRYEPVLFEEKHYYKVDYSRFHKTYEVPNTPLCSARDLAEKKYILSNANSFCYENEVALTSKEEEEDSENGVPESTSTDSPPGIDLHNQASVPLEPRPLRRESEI
KCNQ2 block – KCNQ2 potassium channel inhibitors, primary screen, cell-based, CHO-K1, FluxOR thallium flux, B-score (AID 2156) | O88943 | 20 min; active compounds read low | B-score at 10 µM | 1.1% of 310,000 active;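 active means fluorescence ratio B-score at most minus 3 library SDs, with starting brightness B-score within 2 library SDs, cut at about -5.5 in these data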
Numbers without * were called inactive.

For N#Cc1c(NC(=O)CN2C(=O)c3ccccc3C2=O)oc(-c2ccccc2)c1-c1ccccc1 the results were Kir21 inh 0.09 and KCNQ2 block inactive.
Cc1ccc(C2=NN(C(=O)CSc3nc(N)cc(N)n3)C(c3ccco3)C2)cc1 (stereo not given) was read as Kir21 inh -0.94 and KCNQ2 block inactive.
`Cc1ccc(CC(=O)Nc2nc3ccccc3s2)cc1` gave Kir21 inh -0.6 and KCNQ2 block inactive.
`O=C(N/N=C1\C(=O)c2cccc3cccc1c23)c1ccc(O)cc1` gave Kir21 inh 0.6 and KCNQ2 block inactive.
Screening CCOc1cc(C(C(=O)NCC2CCCO2)N(C(=O)Cn2nnc3ccccc32)c2ccccc2C(C)=O)ccc1O (stereo not given) returned Kir21 inh 0.51 and KCNQ2 block inactive.
Screening Cc1nn(C)cc1C(=O)NNC(=S)Nc1ccc(Cl)cc1 returned Kir21 inh 0.56 and KCNQ2 block inactive.
Screening CCOC(=O)Cn1cncc1-c1ccc([N+](=O)[O-])cc1 returned Kir21 inh 0.1 and KCNQ2 block inactive.
Screening C/C(N)=C(/C#N)C(=O)COC(=O)c1ccc(C)c(S(=O)(=O)N2CCCCC2)c1 returned Kir21 inh 1.17 and KCNQ2 block inactive.
For CCn1c(SCc2ccc(C)cc2)nnc1C1CCN(S(=O)(=O)c2ccc(OC)cc2)CC1 the results were Kir21 inh -0.66 and KCNQ2 block inactive.
Screening CCn1nnnc1NCc1ccc(N2CCCC2)cc1 returned Kir21 inh 0 and KCNQ2 block inactive.
Screening CSC(=O)NC(=O)NC(=O)c1ccc([N+](=O)[O-])cc1 returned Kir21 inh 0.45 and KCNQ2 block inactive.
For Cc1ccc(NC(=O)C2CCN(S(=O)(=O)c3ccc4c(c3)NC(=O)C(C)S4)CC2)c(Cl)c1 (stereo not given) the results were Kir21 inh 0.31 and KCNQ2 block inactive.
Screening O=C(O)CSc1cc(NS(=O)(=O)c2cccc([N+](=O)[O-])c2)c2ccccc2c1O returned Kir21 inh 1.63 and KCNQ2 block inactive.
Cc1ccc(C(=O)NC(C)C2CC3CCC2C3)cc1 (stereo not given) was read as Kir21 inh 0.52 and KCNQ2 block inactive.
Screening Cc1[nH][nH]c(=O)c1C(c1cc2c(cc1Br)OCO2)c1c(C)[nH][nH]c1=O returned Kir21 inh -0.1 and KCNQ2 block inactive.
For Cc1cnc(C(=O)OCC(=O)c2c(N)n(CC(C)C)c(=O)n(C)c2=O)cn1 the results were Kir21 inh 0.34 and KCNQ2 block inactive.
O=C(NCc1ccco1)C1CC(c2ccc(Cl)c(Cl)c2)=NO1 (stereo not given) was read as Kir21 inh 1.18 and KCNQ2 block inactive.
Screening O=C(O)CNc1ccccc1C(=O)O returned Kir21 inh 0.55 and KCNQ2 block inactive.
`CCc1ccc(NC(=O)COc2coc(CN3CCc4ccccc4C3)cc2=O)cc1` gave Kir21 inh -0.28 and KCNQ2 block inactive.
For Cc1ccc(S(=O)(=O)NC(C(=O)Oc2ccc3c(C)c(Cl)c(=O)oc3c2)c2ccccc2)cc1 (stereo not given) the results were Kir21 inh -0.1 and KCNQ2 block inactive.
Screening CC(=O)NC(CC(=O)NCCN1C(=O)S/C(=C\c2ccccc2)C1=O)c1ccccc1 (stereo not given) returned Kir21 inh -1.7 and KCNQ2 block inactive.
CN(Cc1ccco1)S(=O)(=O)c1nnc(NC(=O)c2ccccc2)s1 was read as Kir21 inh 0.89 and KCNQ2 block inactive.
`O=C(CN(Cc1ccco1)C(=O)CNS(=O)(=O)c1ccccc1)NCc1ccccc1` gave Kir21 inh -0.46 and KCNQ2 block inactive.
Screening COc1cccc(N2CCN(Cc3ncc(-c4ccccc4)o3)CC2)c1 returned Kir21 inh 0.32 and KCNQ2 block inactive.
`CCOc1cc(NC(=S)Nc2ccccc2)c(OCC)cc1NC(=O)c1ccccc1` gave Kir21 inh -0.27 and KCNQ2 block inactive.
`CCOC(=O)C(NC(=O)c1cccc(Cl)c1)(OCc1ccccc1)C(F)(F)F` (stereo not given) gave Kir21 inh -0.58 and KCNQ2 block inactive.
Screening CCCCn1c(N)c(N(CCOC)C(=O)c2ccc(S(=O)(=O)N3CCCCC3)cc2)c(=O)[nH]c1=O returned Kir21 inh 0.87 and KCNQ2 block inactive.
Screening Cc1nc(SCC(=O)NCc2cccs2)nc(C)c1C returned Kir21 inh 1.92 and KCNQ2 block inactive.
CCOc1ccc(NS(=O)(=O)c2cc(NC(=O)c3cccc(C)c3)ccc2Cl)cc1 was read as Kir21 inh 1.1 and KCNQ2 block inactive.
CCC(SC1=N/C(=C/c2ccccc2OC)C(=O)N1c1ccccc1)C(=O)Nc1cc(C)on1 (stereo not given) was read as Kir21 inh -0.04 and KCNQ2 block inactive.
`O=C(Cc1ccccc1)NC(C(=O)O)C(O)c1ccc([N+](=O)[O-])cc1` (stereo not given) gave Kir21 inh 1.92 and KCNQ2 block inactive.
For Cc1ccc(CSc2nnc(-c3cnccn3)n2C)cc1 the results were Kir21 inh -1.64 and KCNQ2 block inactive.
`Oc1c(Br)cc(Br)cc1/C=N/NC(=S)N[C@H]1CC2C=CC1C2` (stereo not given in full) gave Kir21 inh -1.17 and KCNQ2 block inactive.
Screening Cc1ccc2cc(C=C(C#N)C#N)c(N3CCCCC3)nc2c1 returned Kir21 inh -1.1 and KCNQ2 block inactive.
Screening Cc1ccc(NC(=O)c2cc(NC(=O)/C=C\C(=O)O)ccc2N2CCCCC2)cc1 returned Kir21 inh 0.35 and KCNQ2 block inactive.
Screening CCn1ccnc1CN(C)Cc1nc(-c2ccccc2)no1 returned Kir21 inh -0.66 and KCNQ2 block inactive.
`CN(C(=O)COc1ccccc1)c1nnc(C23CC4CC(CC(C4)C2)C3)s1` gave Kir21 inh -0.1 and KCNQ2 block inactive.
`CC(C)Oc1nc(-c2ccccc2Cl)nc2ccccc12` gave Kir21 inh 0.04 and KCNQ2 block inactive.
For CC(C)(C)NC(=O)COC(=O)c1snc(C(=O)NC2CCCCC2)c1N the results were Kir21 inh -0.39 and KCNQ2 block inactive.
For COc1ccccc1C(=O)NCCC(=O)N1CCN(c2cccc(C(F)(F)F)c2)CC1 the results were Kir21 inh 0.68 and KCNQ2 block inactive.
C=CCSC1=C(C#N)C(c2ccccc2OCC)CC(=O)N1 (stereo not given) was read as Kir21 inh -1.47 and KCNQ2 block inactive.
CCOc1ccccc1N1Cc2cc(C)c(C)cc2C1 was read as Kir21 inh -1.2 and KCNQ2 block inactive.
`CCN(CC)S(=O)(=O)c1cccc(NC2=NCCCCC2)c1` gave Kir21 inh -0.18 and KCNQ2 block inactive.
`CCOC(=O)N=S(N)(=O)c1ccc(Cl)cc1` (stereo not given) gave Kir21 inh 0.96 and KCNQ2 block inactive.
O=C(CSc1nc2scc(-c3ccccc3)c2c(=O)[nH]1)NCCc1ccccc1 was read as Kir21 inh 0.71 and KCNQ2 block inactive.
`O=C(NC1CCN(Cc2ccccc2)CC1)C1CCCN(c2nnc(-n3cccc3)s2)C1` (stereo not given) gave Kir21 inh -0.33 and KCNQ2 block inactive.
`COc1ccc(NC(=O)Cn2cnc3c(cnn3C(C)(C)C)c2=O)cc1OC` gave Kir21 inh 0.09 and KCNQ2 block inactive.
Cc1ccc2nc(NC(=O)C3CCN(S(=O)(=O)c4cc([N+](=O)[O-])ccc4Cl)CC3)sc2c1 was read as Kir21 inh 0.4 and KCNQ2 block inactive.
Screening Cc1ccc(C)n1-c1ncn[nH]1 returned Kir21 inh -0.12 and KCNQ2 block inactive.
`Cc1cc(C)c(NC(=O)C2CCCN2CCOC(=O)c2cccc([N+](=O)[O-])c2)c(C)c1` (stereo not given) gave Kir21 inh -1.6 and KCNQ2 block inactive.
COc1cc(OC)c(NC(=O)CCCn2c(=O)oc3ccccc32)cc1Cl was read as Kir21 inh 1.02 and KCNQ2 block inactive.
COc1ccccc1-c1cc(C(=O)Nc2ccc(F)cc2F)no1 was read as Kir21 inh -1.18 and KCNQ2 block inactive.
For Cc1cc(-c2ccc(S(=O)(=O)N3CCN(c4ccc(F)cc4)CC3)s2)on1 the results were Kir21 inh 0.19 and KCNQ2 block inactive.
For C/C(=N\NC(=O)c1cccnc1)c1ccc(Br)cc1 the results were Kir21 inh -0.06 and KCNQ2 block inactive.
COc1ccc(/C=C/C(=O)c2c(C)cc(C)[nH]c2=O)c2ccccc12 was read as Kir21 inh -1.35 and KCNQ2 block inactive.
`CC1CCCCN1C(=O)CSc1nnc(-c2c[nH]c3ccccc23)o1` (stereo not given) gave Kir21 inh 0.04 and KCNQ2 block inactive.
CN1C(=O)S/C(=C/c2ccc(OCc3cccc(C(=O)O)c3)cc2)C1=O was read as Kir21 inh 1.17 and KCNQ2 block inactive.
`CCOc1ccc2c(c1)cc(CN(C(=O)CC)C1CCCCC1)c1nnnn12` gave Kir21 inh -0.09 and KCNQ2 block inactive.
`Cc1cccn2c(=O)nc(SCC(=O)NCc3ccc4c(c3)OCO4)nc12` gave Kir21 inh -0.64 and KCNQ2 block inactive.
`COc1ccc(/C=N/n2c(SC)nnc(C(C)(C)C)c2=O)cc1OC` gave Kir21 inh 0.51 and KCNQ2 block inactive.
`CCN(CC)C(=O)c1ccc(C(=O)c2ccccc2)cc1` gave Kir21 inh 1.47 and KCNQ2 block inactive.
O=C(/C=C/c1ccccc1)N/C(=C\c1ccco1)C(=O)O was read as Kir21 inh -0.77 and KCNQ2 block inactive.
Cc1ccc(NC(=O)CN2C(=O)S/C(=C\C(=O)Nc3ccc(Cl)cc3)C2=O)cc1 was read as Kir21 inh 0.49 and KCNQ2 block inactive.
For Cc1cccc(NC(=O)/C(C#N)=C\c2ccc(C(=O)O)cc2)c1 the results were Kir21 inh 0.76 and KCNQ2 block inactive.
Screening N#Cc1c(NC(=O)C2CC(Cl)=CCC2C(=O)O)sc2c1CCCC2 (stereo not given) returned Kir21 inh 0.51 and KCNQ2 block inactive.
`Cc1cc(C(=O)CN2C(=O)c3ccccc3C2=O)c(C)n1Cc1cccs1` gave Kir21 inh 0.09 and KCNQ2 block inactive.
O=C(CSc1ccc(-c2ccccc2)nn1)c1ccccc1 was read as Kir21 inh -0.14 and KCNQ2 block inactive.
For CC(C)CC(c1nnnn1C(C)C)N1CCN(c2cccc(Cl)c2)CC1 (stereo not given) the results were Kir21 inh 0.51 and KCNQ2 block inactive.
For CCOc1cc(/C=N/N=C(\N)c2nonc2N)cc(Br)c1OCc1cccc2ccccc12 the results were Kir21 inh -0.67 and KCNQ2 block inactive.
For CC1=C(C(=O)OC(C)C)C(c2ccccc2)NC(=S)N1C (stereo not given) the results were Kir21 inh -4.17 and KCNQ2 block inactive.
`CC(C)C(=O)Nc1ccc(S(=O)(=O)N2CCC(c3nc4ccccc4[nH]3)CC2)cc1` gave Kir21 inh -0.09 and KCNQ2 block inactive.
COc1ccc(/C=C(\NC(=O)c2ccc(Cl)cc2)C(=O)NCCCN2CCOCC2)cc1OC was read as Kir21 inh 0.61 and KCNQ2 block inactive.
For CCc1cc(=O)oc2cc(OC(C)C(=O)NCCCn3ccnc3)ccc12 (stereo not given) the results were Kir21 inh -0.87 and KCNQ2 block inactive.
Screening COc1ccc(NC(=O)CSc2nnc(NC(=O)c3ccc(S(=O)(=O)N4CCOCC4)cc3)s2)cc1 returned Kir21 inh -1.11 and KCNQ2 block inactive.
`CC1(C)c2cc(O)ccc2OC1N1CCOCC1` (stereo not given) gave Kir21 inh -0.4 and KCNQ2 block inactive.
For CCOC(=O)c1ccc(NC(=O)C2CCCN(c3cnccn3)C2)cc1 (stereo not given) the results were Kir21 inh -0.27 and KCNQ2 block inactive.
For CCCC(=O)N1CCC(CCC(=O)NC2CC2)CC1 the results were Kir21 inh 0.65 and KCNQ2 block inactive.
For O=C(C1=C(O)C(=O)N(Cc2ccco2)C1c1cccc(O)c1)c1ccco1 (stereo not given) the results were Kir21 inh 0.29 and KCNQ2 block inactive.
`c1ccc(C2C3=C(Nc4ncnn42)c2ccccc2CCC3)cc1` (stereo not given) gave Kir21 inh 0.02 and KCNQ2 block inactive.
`CCOC(=O)C1CCN(C(=O)CCS(=O)(=O)c2ccc3c(c2)CC(C)N3C(=O)CC)CC1` (stereo not given) gave Kir21 inh 0.19 and KCNQ2 block inactive.
COC(=O)C1CCN(C(=O)c2cc3c(=O)n4cccc(C)c4nc3n2Cc2ccccc2)CC1 was read as Kir21 inh 0.03 and KCNQ2 block inactive.
`COc1ccc(S(=O)(=O)N2CCC(C(=O)Nc3nccs3)CC2)cc1` gave Kir21 inh 1.52 and KCNQ2 block inactive.

Molecules listed so far that contain two or more sulfur atoms (10):
For CCn1c(SCc2ccc(C)cc2)nnc1C1CCN(S(=O)(=O)c2ccc(OC)cc2)CC1 the results were Kir21 inh -0.66 and KCNQ2 block inactive.
For Cc1ccc(NC(=O)C2CCN(S(=O)(=O)c3ccc4c(c3)NC(=O)C(C)S4)CC2)c(Cl)c1 (stereo not given) the results were Kir21 inh 0.31 and KCNQ2 block inactive.
Screening O=C(O)CSc1cc(NS(=O)(=O)c2cccc([N+](=O)[O-])c2)c2ccccc2c1O returned Kir21 inh 1.63 and KCNQ2 block inactive.
CN(Cc1ccco1)S(=O)(=O)c1nnc(NC(=O)c2ccccc2)s1 was read as Kir21 inh 0.89 and KCNQ2 block inactive.
Screening Cc1nc(SCC(=O)NCc2cccs2)nc(C)c1C returned Kir21 inh 1.92 and KCNQ2 block inactive.
O=C(CSc1nc2scc(-c3ccccc3)c2c(=O)[nH]1)NCCc1ccccc1 was read as Kir21 inh 0.71 and KCNQ2 block inactive.
Cc1ccc2nc(NC(=O)C3CCN(S(=O)(=O)c4cc([N+](=O)[O-])ccc4Cl)CC3)sc2c1 was read as Kir21 inh 0.4 and KCNQ2 block inactive.
For Cc1cc(-c2ccc(S(=O)(=O)N3CCN(c4ccc(F)cc4)CC3)s2)on1 the results were Kir21 inh 0.19 and KCNQ2 block inactive.
Screening COc1ccc(NC(=O)CSc2nnc(NC(=O)c3ccc(S(=O)(=O)N4CCOCC4)cc3)s2)cc1 returned Kir21 inh -1.11 and KCNQ2 block inactive.
`COc1ccc(S(=O)(=O)N2CCC(C(=O)Nc3nccs3)CC2)cc1` gave Kir21 inh 1.52 and KCNQ2 block inactive.
